# Assay outcomes (PubChem)
# Eya2 inh: inhibitors of human Eya2 phosphatase activity. O00167. recombinant Eya2, OMFP fluorescence dephosphorylation (OMFP is methylfluorescein phosphate). Potency, µM (doses to about 76.9 µM), without a hit: top-dose activity, negative = inhibition, most hits filed as inhibitors. hit rate 0.006% among 330,000. AID 488837; further: potency means the concentration at half of the fitted maximal effect; on the % scale 0 is the no-effect control and ±100 the full control effect
#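 Eya2 protein (added as 0.2 uM solution) was preincubated with compound for 10 min at ambient temperature in 50 mM HEPES pH 7.5, 50 mM NaCl, 5 uM MgCl2, 0.05% BSA, 1 mM DTT. OMFP (added at 50 uM) then reacted 10 min; fluorescence read at 485/525 nm.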
# p53 reactivator: restores transcriptional activity of mutant p53 | H1299 p53-A138V BP100-luciferase reporter, luminescence, 24 h | Potency, µM (highest dose often 92.2 µM), for the others: at the top dose activity change, positive = activation, hits mostly activators | hit rate 0.063% among 320,000; further: potency means the concentration at half of the fitted maximal effect; % of control where 0% means no effect; nearly all actives have a fitted effect of over 45% in size
#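 H1299 (p53-null), stable ts p53-A138V + BP100-Luc; 1000 cells/well, Opti-MEM/10% FBS; cpd 4 pt, 1:5; 24 h, 37 deg C, 5% CO2; detection reagent 10 min RT; luminescence.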
# TSG101-PTAP inh: blocks PTAP/TSG101 interaction to inhibit HIV-1 budding. Potency, µM (titrated, usually from 115 µM), for the others: top-dose activity change, negative = inhibition, most hits filed as inhibitors. 340,000 tested, under 10 active. Fluorescence polarization, FITC-PTAP peptide / Tsg101 binding; active means well fitted inhibition curve with a large enough effect in the main read-out, with a control signal flat, not every such curve was filed as active; inconclusive means small, poorly fitted or top-dose-only effect, or effect the other way, or a change in a side signal; inactive means no such curve, though single readings can be large or run the other way; further: potency means the concentration at half of the fitted maximal effect; % of control where 0% means no effect
#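 Fluorescence polarization binding of Tsg101 binding domain (10 uM final) to FITC-labeled PTAP peptide (50 nM final) in HEPES pH 7.5 buffer with NaCl, Tween 20, EDTA, TCEP. Compounds added before peptide; binding 20 min at RT.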
# B2AR arrestin: agonists driving beta-arrestin recruitment to human beta2-adrenergic receptor | beta-arrestin recruitment to beta2AR, cell-based reporter | Potency, µM (titrated, usually from 46.1 µM), without a hit: top-dose activation, usual class: activators | hit rate 0.02% among 330,000;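 further: potency means the concentration at half of the fitted maximal effect; 0% = DMSO controls and full agonism = EC100 isoproterenol or metaproterenol; nearly all actives have a fitted effect of over 65% in size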
# Target sequence (P07550 whole entry, looked up): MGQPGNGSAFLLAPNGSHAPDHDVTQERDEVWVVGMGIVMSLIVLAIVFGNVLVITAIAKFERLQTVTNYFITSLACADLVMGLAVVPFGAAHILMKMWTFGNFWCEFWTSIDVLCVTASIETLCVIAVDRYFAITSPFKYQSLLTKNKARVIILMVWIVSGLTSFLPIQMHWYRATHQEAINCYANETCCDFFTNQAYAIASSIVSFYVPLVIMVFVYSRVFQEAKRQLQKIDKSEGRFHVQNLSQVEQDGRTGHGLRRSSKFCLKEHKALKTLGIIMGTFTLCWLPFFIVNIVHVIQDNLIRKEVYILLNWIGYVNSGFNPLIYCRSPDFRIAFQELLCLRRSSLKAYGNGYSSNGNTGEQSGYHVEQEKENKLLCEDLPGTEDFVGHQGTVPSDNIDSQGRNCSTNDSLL
# Integrin act MD: activators of alpha7 integrin expression for muscular dystrophy; alpha7betagal myoblasts, beta-gal FDG fluorescence, 48 h; hit rate 0.064% among 350,000; AID 624291; Potency, µM (top dose mostly 38.3 µM), for the others: at the highest dose activation, usual class: activators;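 further: potency means the concentration at half of the fitted maximal effect; 100% = response of the positive control SU9516; nearly all actives have a fitted effect of over 60% in size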
#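 alpha7betagal+/- myoblasts (passage 13, 250/well) treated 48 h at 37C with compounds at 1:260 dilution of DMSO stock. Lysed, then beta-galactosidase activity read as FDG fluorescence (ex 480/em 540) after 30 min, with pre-read for autofluorescence.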
# USP2a inh: USP2a (human) protease inhibition; Potency, µM (series often up to 38.3 µM), inactives show at the top dose activity change, negative = inhibition, usual class: inhibitors; hit rate 0.01% among 330,000; O75604; USP2 core, Ub-CHOP2 coupled fluorogenic reporter, 485/531;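 further: potency means the concentration at half of the fitted maximal effect; plate controls were DMSO wells for no effect and full inhibition by NEM control for full effect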
#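 USP2 core (10nM final) preincubated 30min RT with compound in 20mM Tris-HCl pH 8.0, 2mM CaCl2, 2mM beta-mercaptoethanol, 0.05% CHAPS; 25nM Ub-CHOP2 plus 25nM reporter substrate added, fluorescence (Ex485/Em531) read after 60min.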
# uPA surface inh: blocks generation of uPA at the cell surface. cell surface uPA generation assay, qHTS. Potency, µM (top dose mostly 38.3 µM), without a hit: at the top dose activity change, negative = inhibition, usual class: inhibitors. hit rate 0.31% among 330,000; active means well fitted inhibition curve with a large enough effect; inconclusive means small, poorly fitted or top-dose-only effect; inactive means no such curve, though single readings can be large or run the other way; tested in mouse RAW 264.7 cells; further: potency means the concentration at half of the fitted maximal effect; on the % scale 0 is the no-effect control and ±100 the full control effect; nearly all actives have a fitted effect of over 55% in size
# TRPV1 ag: human TRPV1 agonism; activation, % at 8.33 µM; hit rate 0.19% among 320,000; Q8NER1; TRPV1-expressing cells, Fluo-8 calcium influx, agonist mode; in the data active means activation above about 80%; inconclusive means between about 30% and that limit; further: 0% is about no effect
#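 TRPV1-expressing cells were cultured overnight at 35.5C and loaded with Fluo-8 calcium dye for 40 to 90 min at room temperature. After a 10 s baseline, compound was added and calcium influx was read kinetically for 3 min (ex 480/em 520 nm).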
# S-ASM inh: blocks human secretory acid sphingomyelinase; placental ASM, HMU-PC fluorogenic substrate, 60 min; Potency, µM (series often up to 57.5 µM), inactives show at the top dose activity change, negative = inhibition, usual class: inhibitors; hit rate 0.006% among 340,000; further: potency means the concentration at half of the fitted maximal effect
# Target sequence (P17405 47-631 limits assumed): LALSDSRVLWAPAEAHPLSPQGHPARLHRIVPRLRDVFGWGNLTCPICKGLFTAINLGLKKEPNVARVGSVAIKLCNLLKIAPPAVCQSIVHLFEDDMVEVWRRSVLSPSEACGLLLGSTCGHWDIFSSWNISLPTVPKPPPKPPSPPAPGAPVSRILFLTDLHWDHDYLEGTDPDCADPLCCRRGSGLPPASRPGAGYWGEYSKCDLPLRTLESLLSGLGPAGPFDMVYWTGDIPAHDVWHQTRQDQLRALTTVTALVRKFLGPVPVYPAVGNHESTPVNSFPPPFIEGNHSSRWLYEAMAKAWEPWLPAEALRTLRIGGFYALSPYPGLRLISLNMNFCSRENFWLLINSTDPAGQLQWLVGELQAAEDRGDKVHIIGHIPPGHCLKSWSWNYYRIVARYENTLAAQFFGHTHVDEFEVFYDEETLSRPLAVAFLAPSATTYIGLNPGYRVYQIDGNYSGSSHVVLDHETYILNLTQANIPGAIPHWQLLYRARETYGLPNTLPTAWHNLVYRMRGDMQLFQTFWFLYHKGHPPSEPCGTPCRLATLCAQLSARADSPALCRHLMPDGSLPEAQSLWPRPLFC
#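 HMU-PC0 cleavage (9 uM final) by human placental ASM, 60 min at 37 °C following 10 min compound exposure at RT; stopped at pH 10, fluorescence Ex 386/Em 447 nm.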
# BRCA1 expr up: BRCA1 expression activation; Potency, µM (titrated, usually from 46.1 µM), without a hit: top-dose activation, actives largely listed as activators; hit rate 1.1% among 380,000; AID 624202; MCF7-BRCA1-FFLuc reporter, luminescence, 48 h; response scale: scaled: vehicle 0%, 10 µM genistein 100%; further: potency means the concentration at half of the fitted maximal effect; nearly all actives have a fitted effect of over 80% in size; some results filed as inactive show a strong effect at the top dose
#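 MCF7-BRCA1-FFLuc, 2000 cells/well; 2 h attach, 37 °C/5% CO2; compound 48 h; luciferase substrate 15 min; luminescence end-point. Norm. to genistein 10 microM max activation and DMSO; concentration-response curves fitted.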
# ELG1 genotoxic: inducers of genotoxicity in HEK293T ELG1-luciferase cells | HEK293T ELG1-luciferase reporter, luminescence, 16 h | Potency, µM (titrated, usually from 46 µM), for the others: at the highest dose activity change, positive = activation, hits mostly activators | hit rate 1.3% among 330,000 | AID 504466; further: potency means the concentration at half of the fitted maximal effect; % of control where 0% means no effect; nearly all actives have a fitted effect of over 60% in size
#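 Screening used a luciferase reporter fused to human ELG1 in HEK293T cells. Luminescence was read on a CCD plate imager after 16 hr exposure and 30 min ONE-Glo incubation.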
# An asterisk follows results filed as active; i = inactive; ? = inconclusive; . = no result given; [ ] = another dose, or the depositor's remark. Unless noted, the call rests on the fitted dose curve; in most records, active means well fitted curve in the direction sought with a large enough effect; inconclusive means small, poorly fitted or top-dose-only effect, or another doubt; inactive means no such curve, though single readings can be large; an effect the other way counts as inactive or inconclusive.
SMILES,Eya2 inh,p53 reactivator,TSG101-PTAP inh,B2AR arrestin,Integrin act MD,USP2a inh,uPA surface inh,TRPV1 ag,S-ASM inh,BRCA1 expr up,ELG1 genotoxic
Cc1cc(C)c(S(=O)(=O)N2CCN(C3CC(=O)N(c4ccccc4Cl)C3=O)CC2)c(C)c1 (stereo unspecified),-23%,-1%,0%,-0.1%,40%,4%,?,.,0%,-19%,1%
O=C(Cn1cnc2c(nnn2-c2cccc(Cl)c2)c1=O)N1CCOCC1,16%,0%,-9%,-0.2%,2%,0%,-8%,-1,-7%,1%,-10%
Cc1ccc(O)c(NC(=O)C2=CC(c3cccs3)=NS(=O)(=O)N2C)c1,-16%,.,-2%,0.2%,10%,0%,3%,0,-10%,-21%,0%
Cc1ccccc1NC(=O)CCOc1ccccc1,9%,7%,0%,-0.8%,5%,-3%,-6%,27,-2%,97%,10%
O=C(CSc1nnc(-c2ccccc2)n1-c1ccccc1)c1cccs1,4%,-10%,1%,-1.0%,-10%,1%,-2%,?,-2%,-16%,-5%
COC(=O)C(NC(C)=O)(Nc1ccccn1)C(F)(F)F (stereo unspecified),-1%,-3%,-8%,5.6%,-4%,3%,1%,2,2%,6%[1.84 µM],0%
COC(=O)c1cccc(NC(=O)C2CCCN2C(=O)c2cccs2)c1 (stereo unspecified),-21%,-3%,-2%,-0.4%,13%,0%,8%,8,.,-18%,-3%
COc1cc(C)nc(Oc2ccc(=O)[nH]n2)n1,14%,15%,-4%,0.3%,13%,4%,1%,1,5%,-4%,25%
O=c1ccn(-c2cccc(C(F)(F)F)c2)nc1-c1ccn(-c2ccccc2F)n1,-12%,-4%,-7%,0.7%,-20%,1%,-4%,22,-1%,-2%,-4%
Cc1ccc(C(=O)NCC(=O)N2CCN(c3cccc(Cl)c3)CC2)s1,-19%,-3%,-11%,3.5%,-6%,3%,-3%,.,-1%,10%,1%
CCCCOC(=O)Sc1nc2ccccc2o1,26%,?,-4%,0.0%,16%,0%,1%,.,-3%,4%,-7%
O=S(=O)(NCC(c1cccnc1)N1CCOCC1)c1ccccc1 (stereo unspecified),11%,5%,-6%,0.0%,-7%,3%,12%,1,3%,29%,19%
COc1cc(CN2CCN(CC#Cc3ccccc3)CC2CCO)cc(OC)c1 (stereo unspecified),-4%,.,-1%,-0.3%,-14%,0%,13%,8,-1%,-43%,-1%
Cn1c(=O)c2sccc2n2c(CCCC(=O)NCCc3ccc(S(N)(=O)=O)cc3)nnc12,-7%,3%,-1%,0.2%,-16%,-1%,1%,-3,-6%,1%,-5%
COc1ccc(N2CCN(C(=O)CCCCCn3c(=S)[nH]c4cc5c(cc4c3=O)OCO5)CC2)cc1,1%,0%,0%,-0.4%,6%,-1%,4%,-2,-2%,3%,0%
Cc1ccc(-c2nn(-c3ccccc3)cc2/C=C/C(=O)Nc2nccs2)cc1,-9%,-9%,-2%,-0.5%,-35%,5%,-4%,-1,i,-13%,10%
CS(=O)(=O)NCC(c1cccnc1)N1CCN(c2ccc(F)cc2)CC1 (stereo unspecified),-3%,-5%,-3%,-0.6%,?,-11%,4%,0,1%,-5%,2%
O=C(CSc1nc(O)cc(=O)n1C1CCCC1)Nc1cccc(Cl)c1Cl,5%,-3%,4%,0.1%,?,-1%,-2%,0,-1%,-39%,-6%
COc1ccccc1N1CCN(C(=O)CN2C(=O)c3ccccc3C2=O)CC1,-19%,-3%,1%,-0.5%,-2%,5%,10%,-5,-3%,-29%,-2%
CSc1cc(N2CCOCC2)nc(-c2ccccc2Cl)n1,-7%,-1%,-1%,-0.2%,-10%,0%,-4%,7,1%,-25%,-3%
Nc1nc(Cl)cc(N2CCOCC2)n1,9%,10%,1%,-0.1%,-2%,0%,-11%,.,2%,-21%,0%
CCCNC(=S)Nc1c(C)n(C)n(-c2ccccc2)c1=O,-19%,-9%,-2%,-0.2%,?,2%,-2%,1,4%,-13%,3%
CCOc1ccc(C(C)=O)cc1CSc1nnc(-c2ccoc2C)n1N,4%[15.4 µM],-11%,-8%,-0.3%,-1%,0%,2%,5,-3%,-2%,1%
CCC(Cc1ccccc1)NS(=O)(=O)c1ccc2c(c1)NC(=O)C(C)S2 (stereo unspecified),-5%,-3%,4%,-0.2%,12%,-3%,-11%,20,-2%,-42%,-5%
O=[N+]([O-])c1cc(S(=O)(=O)Nc2ccccc2)ccc1Nc1ccccc1,.,.,-3%,.,-24%,.,-8%,.,-16%,-66%,.

# New compounds follow
SMILES,Eya2 inh,p53 reactivator,TSG101-PTAP inh,B2AR arrestin,Integrin act MD,USP2a inh,uPA surface inh,TRPV1 ag,S-ASM inh,BRCA1 expr up,ELG1 genotoxic
O=C(O)c1ccccc1Nc1ccc([N+](=O)[O-])c2nonc12,-6%,-4%,-3%,-0.1%,0%,-1%,-4%,-3,-5%,-24%,-2%
CCc1noc(C)c1C(=O)N1CCN(S(=O)(=O)c2ccccc2C(F)(F)F)CC1,-13%,-5%,0%,0.2%,9%,3%,-5%,-1,4%,-1%,-3%
CC1CN(S(=O)(=O)c2ccc(F)cc2)CN1C(=O)N1CCOCC1 (stereo unspecified),2%,-3%,2%,-0.8%,-12%,4%,4%,-1,3%,0%,0%
O=C(COc1ncnc2ccccc12)NCc1ccco1,-12%,-2%,0%,0.0%,4%,-1%,2%,12,7%,0%,14%
COc1ccc(CCNC(=O)COC(=O)COc2ccc(C#N)cc2)cc1,-2%,-1%,0%,0.2%,23%,1%,1%,-1,1%,3%,0%
CCOC(=O)Cc1csc(NC(=O)CCCCCN2C(=O)c3ccccc3C2=O)n1,0%,10%,-3%,0.8%,1%,-2%,-5%,-6,-5%,2%,-6%
C[C@H](NS(=O)(=O)OCC(Cl)(Cl)Cl)C1CC1c1ccccc1 (stereo partly specified),5%,.,-4%,-0.9%,13%,4%,10%,12,-8%,10%,1%
O=C(c1cnn2c(C(F)(F)F)cc(-c3cccs3)nc12)N1CCN(Cc2ccccc2)CC1,-20%,-10%,2%,2.7%,16%,2%,-1%,18,22%,-18%,-14%
CN(C)S(=O)(=O)c1ccc(N2CCCC2)c(C(=O)NCC(=O)Nc2ccc(F)c(F)c2)c1,9%,0%,-4%,-0.3%,32%,4%,-1%,8,10%,-13%,-1%
CN(C)Cc1ccccc1COc1ccccc1,3%,-10%,-5%,-0.4%,10%,1%,2%,3,6%,22%,0%
CCc1ccc(C(=O)NNC(=O)c2c(CC)noc2C)cc1,-15%,2%,-4%,0.0%,22%,3%,-6%,3,0%,6%,0%
CN(Cc1ccccc1)S(=O)(=O)c1ccc(NC(=O)C2CCCCC2C(=O)O)cc1 (stereo unspecified),9%,-3%,-2%,0.5%,?,3%,5%,.,-5%,-5%,-2%
COc1ccc(CC(=O)NCc2nc(-c3ccccc3)no2)cc1,5%,-4%,-1%,-0.1%,-31%,0%,-2%,21,-2%,3%,-3%
Cc1cccc(OCC(=O)Nc2cccc3nsnc23)c1,0%,2%,-3%,-0.7%,20%,2%,-5%,22,86%[activator],4%,?
Cc1ccc(S(=O)(=O)N/N=C\c2ccc3c(c2)OCO3)cc1C,3%,1%,-3%,0.0%,12%,-3%,1%,1,-2%,0%,4%

# Record cards, as listed above. Screens in order: Eya2 inh, p53 reactivator, TSG101-PTAP inh, B2AR arrestin, Integrin act MD, USP2a inh, uPA surface inh, TRPV1 ag, S-ASM inh, BRCA1 expr up, ELG1 genotoxic
# CC1CN(S(=O)(=O)c2ccc(F)cc2)CN1C(=O)N1CCOCC1 (stereo unspecified) is listed as 2%, -3%, 2%, -0.8%, -12%, 4%, 4%, -1, 3%, 0%, 0%
# CCOC(=O)Cc1csc(NC(=O)CCCCCN2C(=O)c3ccccc3C2=O)n1 is listed as 0%, 10%, -3%, 0.8%, 1%, -2%, -5%, -6, -5%, 2%, -6%
# CN(C)Cc1ccccc1COc1ccccc1 is listed as 3%, -10%, -5%, -0.4%, 10%, 1%, 2%, 3, 6%, 22%, 0%
# CCc1noc(C)c1C(=O)N1CCN(S(=O)(=O)c2ccccc2C(F)(F)F)CC1 is listed as -13%, -5%, 0%, 0.2%, 9%, 3%, -5%, -1, 4%, -1%, -3%
# CN(C)S(=O)(=O)c1ccc(N2CCCC2)c(C(=O)NCC(=O)Nc2ccc(F)c(F)c2)c1 is listed as 9%, 0%, -4%, -0.3%, 32%, 4%, -1%, 8, 10%, -13%, -1%
